High-throughput results (PubChem BioAssay)
UBC13 inh – blocks human UBC13 polyubiquitin chain formation; TR-FRET; inhibition, % at 20 µM; 330,000 compounds, 0.47% hits; AID 485273; in the data active = inhibition above about 45%, passing the limit was not always enough
Target sequence (P61088 whole entry, looked up): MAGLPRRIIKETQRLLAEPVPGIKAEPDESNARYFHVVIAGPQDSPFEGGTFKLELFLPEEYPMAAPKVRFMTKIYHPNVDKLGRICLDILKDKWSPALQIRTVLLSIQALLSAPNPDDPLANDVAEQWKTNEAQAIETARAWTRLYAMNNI
SENP8 block-1 – inhibitors of human SENP8 protease; Q96LD8; purified SENP8, Z-RLRGG-aminoluciferin cleavage, luminescence; inhibition, % at 10 µM; 330,000 compounds, 1.2% hits; AID 2540; in the data active = inhibition above about 50%
Target sequence (Q96LD8 whole entry, looked up): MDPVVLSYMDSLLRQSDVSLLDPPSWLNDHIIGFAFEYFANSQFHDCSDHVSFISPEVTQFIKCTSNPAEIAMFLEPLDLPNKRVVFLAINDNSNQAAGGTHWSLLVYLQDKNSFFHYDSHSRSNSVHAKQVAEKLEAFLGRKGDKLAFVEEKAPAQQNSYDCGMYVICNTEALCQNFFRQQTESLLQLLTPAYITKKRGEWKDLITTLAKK
SENP1 inh – inhibitors of human SENP1 SUMO protease catalytic domain. 360,000 compounds, 0.21% hits. inhibition, % at 10 µM. recombinant SENP1 catalytic domain, CyPet-SUMO1-YPet FRET cleavage;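 active = inhibition at least 30% at 10 µM, raw YFP signal under a set limit, fluorescence ratio 0.5 to 1.5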;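 also: 0% = enzyme with DMSO and 100% = no enzyme wells; some results filed as inactive read as strong as hits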
Target sequence (Q9P0U3 419-644 limits assumed): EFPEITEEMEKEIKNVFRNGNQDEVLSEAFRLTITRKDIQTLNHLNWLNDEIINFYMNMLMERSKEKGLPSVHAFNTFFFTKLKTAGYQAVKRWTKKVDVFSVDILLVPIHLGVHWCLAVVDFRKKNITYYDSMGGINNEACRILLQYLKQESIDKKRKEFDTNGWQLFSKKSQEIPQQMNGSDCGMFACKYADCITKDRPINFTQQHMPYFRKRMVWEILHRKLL
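Assay system: hSENP1 catalytic domain, recombinant. Amount: SENP1 enzyme, 20 pM final. Schedule: 50 min reaction, RT, dark. Technique: FRET, CFP and YFP emission. Control set: no-enzyme wells low, DMSO-plus-enzyme wells high control.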
SENP8 block-2 – SENP8 (human) protease inhibition; AID 602440; inhibition, % at 20 µM; Q96LD8; 360,000 compounds, 0.64% hits; recombinant SENP8, Nedd8 substrate fluorescence; in the data active = inhibition mostly above about 40%, no sharp cut-off; inactive = mostly below about 27%
Apaf-1 inh – blocks human Apaf-1 apoptosome activity | inhibition, % at 20 µM | AID 489030 | O14727 | 330,000 compounds, 0.71% hits | reconstituted apoptosome caspase-3 activity, DEVD-Rh110 fluorescence; active = inhibition of at least 40% at 20 µM;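 also: plate controls were DMSO wells for no effect and DEVD-CHO caspase inhibitor wells for full effect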
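Material: biochemical Apaf-1 apoptosome reconstitution. Medium: Hepes buffer, pH 7.5. Also added: cytochrome c activation, bis-DEVD rhodamine 110 substrate. Timing: 30 min compound preincubation, 50 min activation, room temperature. Measured by: rhodamine 110 fluorescence at Ex 480/Em 540 nm.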
A3G deaminase – blocks human APOBEC3G single-stranded DNA deamination; Q9HC16; recombinant A3G, ssDNA deamination FAM/TAMRA fluorescence; inhibition, % at 20 µM; 330,000 compounds, 0.28% hits;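 active = inhibition of at least 40% at 20 µM, with no more than 30% in the related APOBEC3A deaminase screen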;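 also: plate controls were DMSO wells with A3G for no effect and wells lacking A3G enzyme for full effect; some compounds called inactive have numbers as strong as hits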
Target sequence (Q9HC16 whole entry, looked up): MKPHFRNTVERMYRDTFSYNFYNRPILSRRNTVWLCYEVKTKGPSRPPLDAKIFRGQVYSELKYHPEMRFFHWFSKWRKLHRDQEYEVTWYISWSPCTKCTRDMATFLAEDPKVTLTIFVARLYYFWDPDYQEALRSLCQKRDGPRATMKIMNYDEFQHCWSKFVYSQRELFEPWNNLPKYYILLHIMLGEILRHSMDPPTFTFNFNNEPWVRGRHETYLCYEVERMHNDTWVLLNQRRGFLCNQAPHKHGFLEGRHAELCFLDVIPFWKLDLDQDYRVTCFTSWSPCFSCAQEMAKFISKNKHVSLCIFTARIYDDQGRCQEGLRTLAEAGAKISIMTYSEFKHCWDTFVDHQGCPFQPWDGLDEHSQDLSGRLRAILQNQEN
SENP6 inh – blocks the human protease SENP6 | Q9GZR1 | Recombinant SENP6 catalytic domain, aminoluciferin luminescence | inhibition, % at 10 µM | 330,000 compounds, 1.8% hits;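 active = inhibition above about 50% at the single tested dose, limit read from the data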;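 also: plate controls were DMSO wells with enzyme for no effect and DMSO wells lacking enzyme for full effect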
SENP7 block – inhibitors of human SENP7 protease; Q9BQF6; recombinant SENP7, Z-RLRGG-aminoluciferin luminescence, 40 min; inhibition, % at 5 µM; 330,000 compounds, 1.5% hits;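 active = inhibition above about 50% at the single test dose, limit read from the data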;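 also: plate controls were DMSO with enzyme for no effect and no enzyme buffer wells for full effect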
An asterisk follows results filed as active; x = no result given; & = joins results of further samples.

SMILES	UBC13 inh	SENP8 block-1	SENP1 inh	SENP8 block-2	Apaf-1 inh	A3G deaminase	SENP6 inh	SENP7 block
O=C1NC(Cc2ccccc2)c2nc3ccc(Cl)cc3c(=O)n2-c2ccc(Cl)cc21 (stereo unspecified)	13.1	3.4	x	x	5.0	-6.1	7.8	8.2
CCN(C(=O)c1ccc(C)c(Br)c1)c1ccccc1	-7.9	-10.9	0.3	1.6	12.7	-7.2	-3.4	-10.9
C[C@H](NC(=O)OCc1ccccc1)C(=O)NNC(=O)[C@H](Cc1ccccc1)NC(=O)OC(C)(C)C	-4.6	-3.8	4.3	10.3	6.2	-1.1	-16.8	2.0
COc1ccc(C2OCC3(CO2)SC(=O)NC3=O)cc1 (stereo unspecified)	-0.2	10.0	2.0	20.4	1.3	-1.1	-3.4	14.7
Cc1cc(OCC(=O)NCCN2CCOCC2)c2c(C)c(C)c(=O)oc2c1	-1.6	-4.3	2.0	-331.7	4.7	0.8	17.3	5.6
CN1C(=O)C2(NCCc3c2[nH]c2ccccc32)c2ccccc21 (stereo unspecified)	6.9	-1.1	0.8	18.9	-5.9	-3.2	-19.5	-0.2
CCOc1ccc(N(CC(=O)NCc2ccccc2Cl)S(=O)(=O)c2c(C)[nH]c(=O)[nH]c2=O)cc1	-5.8	-1.3	0.7	5.6	5.3	-0.7	-8.9	-12.3
CCc1ccc(NC2=CC(=O)CC(C)(C)C2)cc1	-1.4	-4.2	0.1	2.1	6.2	-1.2	8.3	4.0
COc1ccccc1C(=O)NC(=S)Nc1ccc(N2CCCC2)cc1	-15.1	5.6	5.5	11.5	12.7	-1.2	15.4	3.5
CC(C)C(=O)N1CCC(CN=CC2=C(O)CC(C)(C)CC2=O)CC1	-7.4	3.6	-0.2	21.9	-8.7	-6.3	15.7	1.4
Cc1ccccc1OCCn1cc(C(=S)N2CCCC2)c2ccccc21	9.6	0.9	-4.5	14.6	22.7	-3.6	-11.1	5.2
CC(Oc1ccc2c(-c3ccccc3)cc(=O)oc2c1)C(=O)NCC1CCC(C(=O)O)CC1 (stereo unspecified)	-8.4	-4.5	-5.8&0.5	22.2&1.4	-2.9	-4.6&-0.7	1.4	-1.4
COc1ccc(C(CNC(=O)c2ccc3c(c2)C(=O)N(CCC(C)C)C3=O)N2CCOCC2)cc1 (stereo unspecified)	8.6	0.8	0.4	21.5	15.0	1.9	0.2	5.8
Cc1cc2nc(-c3ccc[nH]c3=O)n(Cc3cccc(F)c3)c2cc1C	20.5	-1.8	-3.5	-292.7	4.2	-4.7	-17.1	6.8
COc1cc(-c2cc(C(=O)NCCc3ccc(S(N)(=O)=O)cc3)c3ccccc3n2)cc(OC)c1OC	26.9	-3.3	-0.6	-434.1	-17.0	-4.1	8.8	6.0
COc1ccc(S(=O)(=O)N2CCC(C(=O)O)(c3ccccc3)CC2)cc1	-2.2	8.0	2.2	-3.7	-9.2	-9.3	-7.6	-0.4
O=C(O)C1CCCN1C(=O)Nc1ccc(F)cc1 (stereo unspecified)	1.3	-10.5	-2.3	26.5	-5.8	0.0	-8.6	-5.9
O=c1sc2ccccc2n1Cc1ccccc1	12.9	0.9	0.5	6.0	-4.2	-3.0	0.0	5.1
FC(F)(F)c1nnc2ccc(N3CCN(c4ccccc4)CC3)nn12	5.3	-4.9	0.8	12.6	16.8	-5.4	-13.9	-4.4
CCOc1cc(/C=C2/C(=N)N3C(=NC2=O)SN=C3S(=O)(=O)C(C)C)ccc1OC(=O)c1ccco1	-12.0	-4.0	-63.1	-2.8	-6.3	-7.2	5.9	2.1

Next part; the last 5 above are carried over.
SMILES	UBC13 inh	SENP8 block-1	SENP1 inh	SENP8 block-2	Apaf-1 inh	A3G deaminase	SENP6 inh	SENP7 block
COc1ccc(S(=O)(=O)N2CCC(C(=O)O)(c3ccccc3)CC2)cc1	-2.2	8.0	2.2	-3.7	-9.2	-9.3	-7.6	-0.4
O=C(O)C1CCCN1C(=O)Nc1ccc(F)cc1 (stereo unspecified)	1.3	-10.5	-2.3	26.5	-5.8	0.0	-8.6	-5.9
O=c1sc2ccccc2n1Cc1ccccc1	12.9	0.9	0.5	6.0	-4.2	-3.0	0.0	5.1
FC(F)(F)c1nnc2ccc(N3CCN(c4ccccc4)CC3)nn12	5.3	-4.9	0.8	12.6	16.8	-5.4	-13.9	-4.4
CCOc1cc(/C=C2/C(=N)N3C(=NC2=O)SN=C3S(=O)(=O)C(C)C)ccc1OC(=O)c1ccco1	-12.0	-4.0	-63.1	-2.8	-6.3	-7.2	5.9	2.1
O=C(Nc1nccs1)OCc1ccccc1	2.9	-17.5	1.0	16.5	3.8	-4.6	-11.4	-6.0
CCOC(=O)CC(=O)CSc1ncnc2c1nnn2-c1ccc(OC)cc1	-6.3	-3.2	-9.0	-26.1	-7.9	-1.4	-12.9	11.4
Cc1cccc(C(=O)NCC(C)NC(=O)c2cccc(C)c2)c1 (stereo unspecified)	12.3	-0.6	0.1	18.9	-5.6	-0.4	-7.6	-2.9
CCNC(=O)COC(=O)CCNC(=O)c1cccc(C)c1	-13.6	-4.2	0.9	4.8	-4.7	-0.1	-11.0	-7.9
Cc1cccc(C)c1NC(=S)N1CC(C)OC(C)C1 (stereo unspecified)	2.7	-7.9	7.7	25.4	4.5	12.0	-30.7	7.2
CC(C)=C1SC(N2CCN(Cc3ccccc3)CC2)=NC1=O	3.2	-1.3	-0.5	12.4	-10.6	-6.0	5.6	3.3
COc1ccc2ccc(OC)c(/C=N/n3cnnc3)c2c1	-5.9	-10.8	-0.2	-3.5	10.9	-1.6	-42.9	-11.0
Cc1c(O)ccc(/C(Cc2ccc3ccccc3n2)=N\N)c1O	20.3	-1.5	25.6	-73.4	-27.6	-2.0	1.9	4.6
CC1(C)NC(=O)N(CCCCSc2ccc(Cl)cc2)C1=O	-9.1	-9.0	1.1	7.8	6.1	-5.3	-11.5	-11.4
COc1ccc2cc1Oc1ccc(cc1)C[C@H]1c3cc(c(OC)cc3CCN1C)Oc1c(O)c(OC)cc3c1[C@H](C2)N(C)CC3	34.3	0.5	x	x	18.3	-8.1	-10.8	2.5
O=C(CCN1C(=O)[C@@H]2Cc3ccccc3CN2C1=O)NCCc1ccccc1	5.7	-6.5	1.8	11.4	-3.4	-5.1	-1.6	-1.7
CC(C)c1ccc(NC(=O)C2CSC3(C)CCC(=O)N23)cc1 (stereo unspecified)	14.6	1.3	-0.3	-4.1	-9.3	-4.2	-16.5	3.4
O=C(COC(=O)c1ccc(S(=O)(=O)N2CCCC2)cc1)NCc1ccc(Cl)cc1	-1.1	10.8	1.9	23.1	-0.4	1.6	2.7	12.8
COC(=O)C(Cc1c[nH]c2ccccc12)NC(=O)c1cccs1 (stereo unspecified)	-1.7	-13.1	-2.4	4.6	-8.9	-5.3	-9.7	-12.3
COc1ccc(CCC(=O)Nc2ccc(S(=O)(=O)N3CCOCC3)cc2)cc1	-1.3	4.1	0.1	5.3	5.1	-14.3	-13.9	-1.0
CCOC(=O)N1CCN(C(=O)c2ccc3c(c2)N(C)C(=O)/C(=C\c2ccc(OCC)c(OC)c2)S3)CC1	-1.0	-15.2	-2.3	-27.3	26.3	-2.4	-2.1	-12.5
O=C(/C=C/c1ccccc1Cl)Nn1cnc2ccccc2c1=O	0.8	-6.9	1.8	12.6	-2.9	-3.2	-20.3	-7.7
CCn1nc(C)cc1C(=O)NC1CCCc2c1cnn2-c1ccc(C)c(C)c1 (stereo unspecified)	-3.0	2.9	1.8	7.4	3.7	-8.8	-4.8	-0.1
CCCn1c(=O)c(C(=O)NNC(=O)c2cccc([N+](=O)[O-])c2)c(O)c2ccccc21	-18.3	10.2	-1.0	-1.3	6.3	-8.4	6.4	-1.9
O=C(Cn1ccc2cc(S(=O)(=O)N3CCCCC3)ccc21)NCc1ccccc1F	5.2	-2.7	6.3	-2.7	10.2	-5.8	-6.7	-5.9
CCOc1ccc(NC(=O)CC(C)S(=O)(=O)c2ccc3c(c2)NC(=O)CO3)cc1 (stereo unspecified)	-5.5	-13.9	2.4	1.2	0.8	-0.1	-1.5	8.9
Cc1ccc(C(=O)NC2CC3CCCC(C2)N3C(=S)NCc2ccco2)cc1 (stereo unspecified)	0.0	-3.4	-17.6	-11.0	1.1	-8.8	-14.0	0.1
COc1ccc(CCNC(=O)CN2C(=O)c3ccccc3S2(=O)=O)cc1OC	-1.5	5.3	-1.0	22.6	-7.0	-4.3	-12.2	2.1
COc1ccc(CCC(C)N2CCOCC2)cc1 (stereo unspecified)	6.1	-2.4	0.6	-1.4	-15.8	-11.1	-7.6	-12.3
CC(C)CCNC(=O)C(=O)Nc1cc2c3c(c1)CC(=O)N3CCC2	-4.2	-7.3	1.7	18.0	4.8	-0.1	-12.2	-1.1
CC(=O)C1=C(C)N(Cc2ccccc2)C(=O)N[C@H]1c1cccs1	-2.1	-7.5	-1.2	16.8	7.9	-13.8	-16.8	-16.2
CN(CCc1ccccc1)C(=O)c1ccc(NC(=O)Cc2ccc([N+](=O)[O-])cc2)cc1	4.1	-2.5	4.7	8.1	19.7	-5.8	10.6	10.0
NS(=O)(=O)c1ccc(CCNC(=O)COC(=O)/C=C/c2ccccc2Cl)cc1	1.7	2.7	-0.5	32.6	0.9	5.7	-7.8	-1.1
COc1cccc(NC(=O)Cc2ccc(C)cc2)c1	1.2	-10.8	0.2	17.4	-4.9	-5.9	-11.6	-3.9
Cc1ccc(C(=O)CSc2nnc3c4ccccc4nc(C(C)(C)C)n23)cc1	-7.8	-8.6	-6.4	10.2	4.1	-4.3	-12.1	-13.9
CCNCCNC(=O)c1c(O)c2cccc3c2n(c1=O)CCC3	30.3	4.3	-0.3	-72.4	-1.9	-6.8	-5.8	5.7
N#Cc1ccccc1Sc1ccccc1C(=O)N1CCOCC1	-4.6	-5.5	1.7	5.1	8.7	-6.7	-4.2	-9.8
COc1ccc(S(=O)(=O)N2CCOC23CCN(S(=O)(=O)c2cc(C)ccc2C)CC3)cc1	2.3	-8.2	-3.4	4.0	15.3	0.4	-5.6	3.7
Cc1ccc(C)c(S(=O)(=O)Nc2cc3c4c(c2)CC(=O)N4CCC3)c1	1.7	-12.9	-2.6	-0.6	13.6	-3.5	-20.9	-12.5
CC1CCCCC1NC(=O)COC(=O)c1cccn1C (stereo unspecified)	-3.5	-9.8	-0.6	-2.9	15.2	-7.0	-31.4	-12.1
Cn1nc([N+](=O)[O-])nc1N1CCOCC1	-6.5	60.9*	1.5	-1.3	5.7	-2.5	5.2	9.9
CCOC(=O)CNC(=O)c1c2c(nc3ccccc13)CCCC2	-10.4	-1.5	-4.9	6.5	2.8	-2.3	-10.4	-25.6
Cc1cccc(NC(=O)c2onc3c2CCCC3)c1C	8.5	24.1	0.3	10.6	1.1	-5.2	49.1	25.1
Cc1ccc(C(=O)NC2CCS(=O)(=O)C2)cc1S(=O)(=O)N1CCCCC1 (stereo unspecified)	4.4	3.2	0.6	4.8	7.7	0.6	-6.5	1.8
O=C(O)CCC(NC(=O)c1ccc(Cl)cc1)C(=O)O (stereo unspecified)	-4.4	-6.9	0.9	10.5	-0.9	-1.9	-16.0	-5.0
CSc1ccc(Cl)c(C(=O)Nc2ccc(N3CCOCC3)cc2)c1	1.8	1.0	-2.4	0.1	1.3	-3.2	8.0	5.0
CC1CCN(C(c2ccc(N(C)C)cc2)c2nnnn2Cc2ccc(F)cc2)CC1 (stereo unspecified)	-0.6	-14.9	5.2	26.6	21.5	0.2	7.9	5.2
O=C(O)Cn1ncc2c1-c1ccoc1CC2	-7.1	-6.7	1.3	-15.0	2.6	5.4	-3.8	1.8

This is a random part of the collection; any-hit rate near 3.6%.
